GLS inhibitor = blocks human kidney-isoform glutaminase activity; 0.21% of 410,000 active; GLS enzymatic activity, qHTS titration; Potency, µM (series often up to 45.5 µM), for the others: at the highest dose activity change, negative = inhibition, actives largely listed as inhibitors; further: potency means the concentration at half of the fitted maximal effect; on the % scale 0 is the no-effect control and ±100 the full control effect
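Assay buffer: 45 mM KH2PO4 pH 8.2, 0.02% Tween-20. hKGA acts on L-glutamine (1 mM solution added); product glutamate is reported by an oxidase/peroxidase Amplex Red coupling, with fluorescence taken at baseline and 30 min.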
JMJD2A Tudor = inhibitors of human JMJD2A Tudor domain. O75164. AlphaScreen JMJD2A-Tudor / H3K4me3 peptide binding. Potency, µM (doses to about 114 µM), without a hit: at the highest dose activity change, negative = inhibition, hits mostly inhibitors. 4.4% of 390,000 active; further: potency means the concentration at half of the fitted maximal effect; on the % scale 0 is the no-effect control and ±100 the full control effect; nearly all actives have a fitted effect of over 50% in size
BAZ2B block = blocks human BAZ2B; Q9UIF8; AlphaScreen BAZ2B-H3K14Ac peptide displacement; Potency, µM (titrated, usually from 114 µM), for the others: at the highest dose activity change, negative = inhibition, hits mostly inhibitors; 4.4% of 360,000 active; AID 504333; further: potency means the concentration at half of the fitted maximal effect; on the % scale 0 is the no-effect control and ±100 the full control effect; nearly all actives have a fitted effect of over 60% in size
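Complex of BAZ2B and biotin-H3K14Ac (50 nM apiece) forms over 30 min at RT, then faces library compounds up to 110 uM for another 30 min; AlphaScreen beads added, 20 min dark incubation, luminescence read.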
Pol eta inh = blocks human DNA polymerase eta activity; Q9Y253; recombinant Pol eta, fluorescent DNA replication assay; Potency, µM (top dose mostly 114 µM), for inactives: at the highest dose activity change, negative = inhibition, actives largely listed as inhibitors; 1.2% of 390,000 active; AID 588591; further: potency means the concentration at half of the fitted maximal effect; on the % scale 0 is the no-effect control and ±100 the full control effect
Target sequence (Q9Y253 whole entry, looked up): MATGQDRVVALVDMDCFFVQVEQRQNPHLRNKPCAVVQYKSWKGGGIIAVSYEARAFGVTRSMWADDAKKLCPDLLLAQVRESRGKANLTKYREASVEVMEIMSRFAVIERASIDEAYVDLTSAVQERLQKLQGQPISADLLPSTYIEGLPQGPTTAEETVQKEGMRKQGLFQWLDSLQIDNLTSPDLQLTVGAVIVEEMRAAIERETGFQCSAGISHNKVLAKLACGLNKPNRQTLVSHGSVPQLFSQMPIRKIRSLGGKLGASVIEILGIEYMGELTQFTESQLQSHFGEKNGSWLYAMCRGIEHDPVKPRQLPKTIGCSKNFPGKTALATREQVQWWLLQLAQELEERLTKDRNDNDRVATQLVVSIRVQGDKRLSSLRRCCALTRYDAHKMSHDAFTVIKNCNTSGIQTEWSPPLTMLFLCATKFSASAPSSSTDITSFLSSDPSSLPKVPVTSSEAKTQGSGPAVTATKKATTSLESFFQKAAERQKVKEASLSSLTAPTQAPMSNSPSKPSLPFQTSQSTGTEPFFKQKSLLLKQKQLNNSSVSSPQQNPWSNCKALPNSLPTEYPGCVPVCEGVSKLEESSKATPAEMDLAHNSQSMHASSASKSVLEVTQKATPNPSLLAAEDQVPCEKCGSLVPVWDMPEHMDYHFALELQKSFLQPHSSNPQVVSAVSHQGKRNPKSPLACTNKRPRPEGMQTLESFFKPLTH
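Pol eta (10 nM) was preincubated with compounds for 15 min at room temperature, after which fluorescent replication substrate (50 nM final) was added to start the reaction. Fluorescence was read kinetically at 0 and 10 min.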
PGK inhibitor = T. brucei PGK inhibition; P07378; 0.043% of 380,000 active; PGK/GAPDH coupled, Kinase-Glo luminescence, 60 min; Potency, µM (top dose mostly 57.5 µM), for inactives: at the top dose activity change, negative = inhibition, actives largely listed as inhibitors; further: potency means the concentration at half of the fitted maximal effect; on the % scale 0 is the no-effect control and ±100 the full control effect; nearly all actives have a fitted effect of over 60% in size
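Luminescent ATP detection (Kinase-Glo Plus) follows a 60-minute room-temperature incubation, with wells lacking PGK as controls. Buffer: 100 mM TEA (pH 7.6), 5 mM MgCl2, 0.01% Tween-20. Coupling enzyme GAPDH (100 nM final) supplies unstable 1,3-BPG in-well.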
HP1b binding inh = inhibitors of HP1-beta chromodomain binding to methylated histone tails | 0.56% of 390,000 active | AlphaScreen HP1-beta / biotin-H3K9me3 peptide binding | Potency, µM (doses to about 114 µM), without a hit: at the top dose activity change, negative = inhibition, hits mostly inhibitors | P83916; further: potency means the concentration at half of the fitted maximal effect; nearly all actives have a fitted effect of over 70% in size; inactives centre near 23
Target sequence (P83916 whole entry, looked up): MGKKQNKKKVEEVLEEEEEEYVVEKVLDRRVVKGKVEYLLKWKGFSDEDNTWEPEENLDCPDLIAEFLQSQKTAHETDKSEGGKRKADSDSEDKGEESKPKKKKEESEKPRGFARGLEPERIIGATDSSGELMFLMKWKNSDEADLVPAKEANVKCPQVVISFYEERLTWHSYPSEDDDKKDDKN
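AlphaScreen: HP1-beta (50 nM) preformed 30 min with biotin-H3(1-18)K9me3 peptide (50 nM) in PBS pH 7.4, 0.01% Tween-20. Compound added for 30 min at RT, then streptavidin donor/nickel chelate acceptor beads (10 ug/mL) for 30 min.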
Pin1 inh = blocks the human prolyl isomerase Pin1. Q13526. Pin1 FP peptide displacement, HiFluor488, 10 min. Potency, µM (top dose mostly 115 µM), for the others: at the highest dose activity, negative = inhibition, hits mostly inhibitors. 0.009% of 390,000 active. AID 504891; active means well fitted inhibition curve with a large enough effect in the polarisation, with a control signal flat, not every such curve was filed as active; inconclusive means small, poorly fitted or top-dose-only effect, or effect the other way, or a change in a side signal; inactive means no such curve, though single readings can be large or run the other way; the % refers to the polarisation; further: potency means the concentration at half of the fitted maximal effect; on the % scale 0 is the no-effect control and ±100 the full control effect
Target sequence (Q13526 whole entry, looked up): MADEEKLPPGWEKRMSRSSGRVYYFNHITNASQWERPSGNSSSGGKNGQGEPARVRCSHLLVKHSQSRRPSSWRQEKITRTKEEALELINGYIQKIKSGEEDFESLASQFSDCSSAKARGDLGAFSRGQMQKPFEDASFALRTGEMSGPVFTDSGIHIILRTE
G9a block = blocks human histone lysine methyltransferase G9a. G9a H3K9 monomethylation, AlphaScreen, 2 h. Potency, µM (doses to about 102 µM), without a hit: top-dose activity, negative = inhibition, actives largely listed as inhibitors. 8.8% of 350,000 active. AID 504332; further: potency means the concentration at half of the fitted maximal effect; on the % scale 0 is the no-effect control and ±100 the full control effect; nearly all actives have a fitted effect of over 75% in size
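Readings reflect AlphaScreen signal from monomethyl-H3K9 antibody detection. HMT at 20 nM; substrate b-H3K9 500 nM; cofactor SAM 20 uM; 2 h RT reaction; compounds tested as titrations in qHTS with 15 min preincubation.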
PI4K2A inh = inhibitors of human PI4K2A. purified PI4K2A, ADP-Glo luminescence, 1 h; active compounds read low. 0.13% of 420,000 active. Q9BTU6. AID 1346378. activity change, negative = inhibition, % at 76.9 µM; in the data active means activity change below about -50%; inconclusive means mostly about -30% to -49%;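 further: -100% = wells without enzyme as full effect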
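ADP-Glo luminescence measured ADP generated by PI4K2A enzyme (4 ug/mL before mixing) with 1.2 mM PI substrate (pre-mix) and 300 microM ATP (pre-mix). Tris pH7.5 buffer with MgCl2, Triton X-100; 1 h reaction at ambient temperature.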
An asterisk follows results filed as active; [ ] = remark or other dose. Unless noted, the call rests on the fitted dose curve; in most records, active means well fitted curve in the direction sought with a large enough effect; inconclusive means small, poorly fitted or top-dose-only effect, or another doubt; inactive means no such curve, though single readings can be large; an effect the other way counts as inactive or inconclusive. Not all compounds are listed; count on the stated rates, not on these rows.

Results for COc1cccc(/C=C/c2onc(C)c2S(=O)(=O)N2CCC(C(=O)NC3CCCCCC3)CC2)c1 ?
GLS inhibitor: -16%; JMJD2A Tudor: -3%; BAZ2B block: -7%; Pol eta inh: -4%; PGK inhibitor: -9%; HP1b binding inh: 36%[activator]; Pin1 inh: -6%; G9a block: 14%; PI4K2A inh: 8

Results for COc1ccc(C2/C=C\CN(C(=O)c3ccc(C)cc3)[C@H](Cc3ccccc3)C(=O)N2Cc2ccc(F)cc2)cc1 (stereo not given in full) ?
GLS inhibitor: -6%; JMJD2A Tudor: -20%; BAZ2B block: -12%; Pol eta inh: -18%; PGK inhibitor: -10%; HP1b binding inh: 34%; Pin1 inh: 11%; G9a block: 8%[12.7 µM]; PI4K2A inh: -3

How did Cc1ccc(-n2nc3c([n+]2[O-])CCc2nonc2-3)cc1 do in these assays?
GLS inhibitor: -3%; JMJD2A Tudor: 5%[57.1 µM]; BAZ2B block: -11%; Pol eta inh: -19%; PGK inhibitor: -1%; HP1b binding inh: 53%[activator]; Pin1 inh: 1%; G9a block: -1%; PI4K2A inh: -6

How did CCOc1ccccc1CN1CCNC(=O)C1CC(=O)NCc1cc(C)n(C)n1 (stereo not given) do in these assays?
GLS inhibitor: -4%; JMJD2A Tudor: 2%; BAZ2B block: -17%; Pol eta inh: -3%; PGK inhibitor: -5%; HP1b binding inh: 29%; Pin1 inh: -13%; G9a block: inconclusive; PI4K2A inh: 2

Results for C=CC[C@@H](CC(=O)NCCO)C(=O)NC[C@H](OC(=O)[C@@H](CC=C)Cc1ccc(F)cc1)c1ccccc1 ?
GLS inhibitor: 13%; JMJD2A Tudor: -18%; Pol eta inh: 3%; PGK inhibitor: inactive; HP1b binding inh: 29%; Pin1 inh: -1%; PI4K2A inh: -52*

How did Brc1ccc(C2NCCS2)cc1 (stereo not given) do in these assays?
GLS inhibitor: 15%; JMJD2A Tudor: -13%; BAZ2B block: 3%; Pol eta inh: -9%; PGK inhibitor: -1%; HP1b binding inh: 31%; Pin1 inh: -5%; G9a block: inconclusive; PI4K2A inh: -3

Results for COc1cc(NC(=O)CN(c2ccc(C)cc2)S(=O)(=O)c2c(C)noc2C)cc(OC)c1 ?
GLS inhibitor: -11%; JMJD2A Tudor: -2%; BAZ2B block: -24%; Pol eta inh: -13%; PGK inhibitor: inactive; HP1b binding inh: 23%; Pin1 inh: 13%; G9a block: -12%; PI4K2A inh: -4

What do the screens show for `O=C(CN1C(=O)NC2(CCCCCCC2)C1=O)NC(=O)NCc1ccco1`?
GLS inhibitor: 3%; JMJD2A Tudor: -16%[57.1 µM]; BAZ2B block: -35%; Pol eta inh: 3%; PGK inhibitor: -3%; HP1b binding inh: 43%[activator]; Pin1 inh: -1%; G9a block: inconclusive; PI4K2A inh: -1

What do the screens show for `COc1cc(NC(=O)CN(c2ccc(C)cc2)S(=O)(=O)c2cccc3nonc23)cc(OC)c1`?
GLS inhibitor: -12%; JMJD2A Tudor: inconclusive; Pol eta inh: inconclusive; PGK inhibitor: 3%; HP1b binding inh: 8%; Pin1 inh: inconclusive; G9a block: inconclusive; PI4K2A inh: 2

What do the screens show for `O=C(Cc1cccs1)NCC1CCCO1` (stereo not given)?
GLS inhibitor: inconclusive; JMJD2A Tudor: -29%; BAZ2B block: inconclusive; Pol eta inh: inconclusive; PGK inhibitor: 0%; HP1b binding inh: 14%; Pin1 inh: 1%; G9a block: 17%[59 µM]; PI4K2A inh: -1

How did COC(=O)CC/C(O)=C1\C(=O)CC(C)(C)CC1=Nc1ccccc1OC do in these assays?
GLS inhibitor: -2%; JMJD2A Tudor: 2%; BAZ2B block: 3%; Pol eta inh: -11%; PGK inhibitor: inactive; HP1b binding inh: 52%[activator]; Pin1 inh: 2%; G9a block: -3%[59 µM]; PI4K2A inh: -1

Results for CCOc1ccc(-c2nc(-c3ccccc3)c(-c3ccccc3)[nH]2)cc1OCC ?
GLS inhibitor: 1%; JMJD2A Tudor: -15%; BAZ2B block: -12%; Pol eta inh: -9%; PGK inhibitor: 6%; HP1b binding inh: 41%[activator]; Pin1 inh: -1%; G9a block: 14%[59 µM]; PI4K2A inh: -6

How did COc1ccc(N2CC(C(=O)Nc3cccc(C)n3)CC2=O)cc1 (stereo not given) do in these assays?
GLS inhibitor: -3%; JMJD2A Tudor: -6%; BAZ2B block: 21%; Pol eta inh: -14%; PGK inhibitor: inactive; HP1b binding inh: 48%[activator]; Pin1 inh: -8%; G9a block: 1%; PI4K2A inh: -3

How did Cc1cccc(C(=O)Nc2nc(-c3ccc(Br)cc3)ns2)c1 do in these assays?
GLS inhibitor: 7%; JMJD2A Tudor: -2%; BAZ2B block: 1%; Pol eta inh: -1%; PGK inhibitor: 2%; HP1b binding inh: 38%; Pin1 inh: 1%; G9a block: inconclusive; PI4K2A inh: -1

How did CCCC1(CCC)NC(=O)N(CC(=O)Nc2cccc(OC)c2)C1=O do in these assays?
GLS inhibitor: -6%; JMJD2A Tudor: -15%; BAZ2B block: 3%; Pol eta inh: -12%; PGK inhibitor: -5%; HP1b binding inh: 33%; Pin1 inh: 4%; G9a block: 7%[59 µM]; PI4K2A inh: 5

How did O=S(=O)(Nc1ccc(Cc2ccncc2)cc1)N1CCCC1 do in these assays?
GLS inhibitor: -1%; JMJD2A Tudor: -9%; BAZ2B block: 13%; Pol eta inh: 5%; HP1b binding inh: 25%; Pin1 inh: inconclusive; G9a block: -9%; PI4K2A inh: 1

What do the screens show for `Oc1cccc(C(Nc2ccccn2)c2ccc3cccnc3c2O)c1Cl` (stereo not given)?
GLS inhibitor: 89%[activator]; JMJD2A Tudor: 22µM*; BAZ2B block: 22µM*; Pol eta inh: -22%; PGK inhibitor: 13%; HP1b binding inh: -9%; Pin1 inh: 12%; G9a block: inconclusive; PI4K2A inh: -1

Results for Cc1cccc(C)c1N/C=C/c1onc(C)c1[N+](=O)[O-] ?
GLS inhibitor: 12%; JMJD2A Tudor: -11%; BAZ2B block: 5%; Pol eta inh: -1%; PGK inhibitor: -3%; HP1b binding inh: 13%; Pin1 inh: 10%; G9a block: 2%[59 µM]; PI4K2A inh: 3

Results for COc1cc(/C=C/C(=O)OCC(=O)N2CCC(C)CC2)ccc1O ?
GLS inhibitor: inconclusive; JMJD2A Tudor: -16%; BAZ2B block: 5%; Pol eta inh: -12%; PGK inhibitor: -8%; HP1b binding inh: 19%; Pin1 inh: 2%; G9a block: -17%[59 µM]; PI4K2A inh: 2

How did COc1ccc(-c2nc(C(N)=O)c3c(n2)n(-c2ccccc2OC)c(=O)n3C)c(OC)c1 do in these assays?
GLS inhibitor: 7%; JMJD2A Tudor: -2%; BAZ2B block: -3%; Pol eta inh: -6%; PGK inhibitor: -5%; HP1b binding inh: 30%[57 µM]; Pin1 inh: 2%; G9a block: 1%[59 µM]; PI4K2A inh: -1

Retrieved by structure from above:
Results for COc1ccc(C2/C=C\CN(C(=O)c3ccc(C)cc3)[C@H](Cc3ccccc3)C(=O)N2Cc2ccc(F)cc2)cc1 (stereo not given in full) ?
GLS inhibitor: -6%; JMJD2A Tudor: -20%; BAZ2B block: -12%; Pol eta inh: -18%; PGK inhibitor: -10%; HP1b binding inh: 34%; Pin1 inh: 11%; G9a block: 8%[12.7 µM]; PI4K2A inh: -3

Results for COc1cccc(/C=C/c2onc(C)c2S(=O)(=O)N2CCC(C(=O)NC3CCCCCC3)CC2)c1 ?
GLS inhibitor: -16%; JMJD2A Tudor: -3%; BAZ2B block: -7%; Pol eta inh: -4%; PGK inhibitor: -9%; HP1b binding inh: 36%[activator]; Pin1 inh: -6%; G9a block: 14%; PI4K2A inh: 8

In the list so far, these have bromine:
How did Brc1ccc(C2NCCS2)cc1 (stereo not given) do in these assays?
GLS inhibitor: 15%; JMJD2A Tudor: -13%; BAZ2B block: 3%; Pol eta inh: -9%; PGK inhibitor: -1%; HP1b binding inh: 31%; Pin1 inh: -5%; G9a block: inconclusive; PI4K2A inh: -3

How did Cc1cccc(C(=O)Nc2nc(-c3ccc(Br)cc3)ns2)c1 do in these assays?
GLS inhibitor: 7%; JMJD2A Tudor: -2%; BAZ2B block: 1%; Pol eta inh: -1%; PGK inhibitor: 2%; HP1b binding inh: 38%; Pin1 inh: 1%; G9a block: inconclusive; PI4K2A inh: -1

(list continues)
What do the screens show for `CCCC(=O)Nc1ccc2nc(SCc3ccc(C)cc3)sc2c1`?
GLS inhibitor: 3%; JMJD2A Tudor: 2%; BAZ2B block: 1%; Pol eta inh: -15%; PGK inhibitor: inactive; HP1b binding inh: 80%[activator]; Pin1 inh: 2%; G9a block: 40%[activator][59 µM]; PI4K2A inh: -1

What do the screens show for `O=C(C1Cc2ccccc2CN1C(=O)c1ccco1)N1CCN(c2ccccc2)CC1` (stereo not given)?
GLS inhibitor: 7%; JMJD2A Tudor: -27%; BAZ2B block: -4%; Pol eta inh: 3%; PGK inhibitor: -3%; HP1b binding inh: 1%; Pin1 inh: 3%; G9a block: -27%[59 µM]; PI4K2A inh: -3

Results for C[C@H](CO)N1C[C@H](C)[C@@H](CN(C)Cc2ccc(-c3ccccc3)cc2)Oc2c(NS(=O)(=O)c3cn(C)cn3)cccc2C1=O ?
GLS inhibitor: -1%; JMJD2A Tudor: inconclusive; Pol eta inh: -6%; PGK inhibitor: 2%; HP1b binding inh: 22%; Pin1 inh: 8%; PI4K2A inh: 0

How did Cc1ccc2c(CC(=O)Nc3cccc(Cl)c3C)coc2c1 do in these assays?
GLS inhibitor: -4%; JMJD2A Tudor: -16%; BAZ2B block: -18%; Pol eta inh: 8%; PGK inhibitor: inactive; HP1b binding inh: 25%; Pin1 inh: 1%; G9a block: -17%[59 µM]; PI4K2A inh: 0

Bioassay records as filed in PubChem BioAssay.
